Screens as filed in PubChem BioAssay.
VIM-2 inh – blocks Pseudomonas aeruginosa VIM-2 metallo-beta-lactamase; inhibition, % at 5.6 µM; purified VIM-2, nitrocefin hydrolysis, epi-absorbance fluorescence; 0.89% of 290,000 active;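 active means inhibition above the mean of all tested compounds plus 3 SD, cutoff set per screening run, cut at about 7.5% in these data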;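 further: red hydrolysis product quenches plate fluorescence so inhibitors raise well fluorescence; 0% = enzyme with DMSO and 100% = DMSO without enzyme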
pCIP destab – lowers stability of the mouse p/CIP coactivator protein. F442A p/CIP-EGFP cells, EGFP fluorescence, 16 h. decrease of EGFP signal, % at 10 µM. 0.01% of 290,000 active. AID 1984;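 active means EGFP signal decrease of at least 30% at 10 µM or well 3 SD below plate mean, unless failing retest; inactive means the rest, including hits failing retest or dose response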; further: some compounds called inactive have numbers as strong as hits; many of its hits are not listed in these tables
UBC9 SUMO inh – SUMOylation inhibition; HTRF SUMOylation assay, SAE1/SAE2 + UBC9, in vitro; 0.36% of 290,000 active; P63279; inhibition, % at 35 µM; in the data active means inhibition above about 50%, passing the limit was not always enough; further: strong numbers were not always called active
Target sequence (P63279 whole entry, looked up): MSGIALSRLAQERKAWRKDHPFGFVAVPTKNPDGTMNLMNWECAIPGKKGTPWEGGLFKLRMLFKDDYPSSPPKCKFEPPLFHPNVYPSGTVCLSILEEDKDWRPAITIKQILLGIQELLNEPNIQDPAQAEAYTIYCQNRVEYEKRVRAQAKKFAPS
CRFBP-R2 block – antagonists of CRF-binding protein/CRF-R2 receptor complex; HEK293 CRF-R2/CRF-BP, CRF-induced calcium fluorescence; inhibition, % at 11.8 µM; 0.59% of 350,000 active;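 active means inhibition of the ligand-induced calcium signal above about 50% at the single tested concentration, limit read from the data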
GalR3 antagonist – human GalR3 antagonism; 0.44% of 360,000 active; HEK293 GalR3-CNG cAMP membrane potential fluorescence; galR3 body fused to GalR1 C-terminus; inhibition, % at 3 µM; O60755;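 active means inhibition above the screen-wide average plus 3 SD, cut at about 13% in these data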;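 further: forskolin and galanin both at EC90 stimulate the cells; cAMP rise reported by CNG channel membrane potential dye signal; 0% = forskolin plus galanin with DMSO and 100% = forskolin alone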
Target sequence (O60755 1-299 limits assumed): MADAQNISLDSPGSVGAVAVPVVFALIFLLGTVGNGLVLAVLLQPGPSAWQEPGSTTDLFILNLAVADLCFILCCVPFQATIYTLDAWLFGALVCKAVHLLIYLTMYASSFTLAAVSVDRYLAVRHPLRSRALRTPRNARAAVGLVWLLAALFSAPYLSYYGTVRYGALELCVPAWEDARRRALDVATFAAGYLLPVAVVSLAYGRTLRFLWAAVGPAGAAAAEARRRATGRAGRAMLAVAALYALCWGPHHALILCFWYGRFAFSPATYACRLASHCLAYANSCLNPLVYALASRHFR
IDE act – IDE (human) activation, cell-based; P14735; HEK cells, FAbeta-B cleavage, fluorescence polarization; 0% vehicle, 100% cell-free pure enzyme wells; AID 493087; 0.073% of 340,000 active; activation, % at 5.96 µM;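 active means activation above the mean of all tested compounds plus 3 SD, set per screening campaign, cut at about 17% in these data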
IDE cell inh – cellular human IDE inhibition. P14735. HEK cells, FAbetaB cleavage, fluorescence polarization. inhibition, % at 5.59 µM. 0.41% of 320,000 active;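 active means percent inhibition above the average of all tested compounds plus 3 SD, set per screening campaign, cut at about 16% in these data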;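 further: IDE supplied by intact live HEK cells; FP after avidin binding of uncleaved biotin substrate so inhibition keeps polarization high; 0% = DMSO wells and 100% = 60 µM reference IDE inhibitor Ii1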
IMP-1 inhibitor – inhibitors of Pseudomonas aeruginosa IMP-1 metallo-beta-lactamase; purified IMP-1, nitrocefin hydrolysis, epi-absorbance fluorescence; inhibition, % at 5.6 µM; 0.45% of 290,000 active; AID 1556;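 active means inhibition above the mean plus 3 SD of all compounds in the same screening run, cut at about 4.5% in these data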;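 further: 0% = IMP-1 with DMSO and 100% = DMSO wells lacking enzyme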
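System: Purified IMP-1 | Read-out basis: Percent enzyme inhibition | Controls: IMP-1 with DMSO as 0%, enzyme-free DMSO as 100% | Replicates: One well per compound | Doses: 5.6 µM nominal single concentration | Detection: Epi-absorbance fluorescence, 480 nm excitation, 530 nm emission | Incubation: 25 °C, 15 min preincubation, 25 min reaction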
NS3 helicase inh – HCV NS3 helicase inhibition | inhibition, % at 10.9 µM | 0.56% of 290,000 active | NS3 helicase DNA unwinding, Cy5 molecular beacon fluorescence;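 active means inhibition above the mean of all tested compounds plus 3 SD, set per campaign, cut at about 35% in these data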;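 further: 0% = DMSO wells and 100% = thioflavine S control wells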
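Control set: DMSO versus 110 µM thioflavine S; Material: NS3 helicase fragment of HCV; Measured by: Cy5 fluorescence at 0 and 60 min, beacon hairpin quenching; Read-out basis: percent inhibition from t60/t0 fluorescence ratio; Times: reaction time 60 min, 25 °C; Repeats: single replicate; Compound dosing: single dose, 10.9 µM nominal final, DMSO 0.8% final.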
* hit, by the source's call; . = no result given.

SMILES	VIM-2 inh	pCIP destab	UBC9 SUMO inh	CRFBP-R2 block	GalR3 antagonist	IDE act	IDE cell inh	IMP-1 inhibitor	NS3 helicase inh
CC(=O)c1c(C)[nH]c(C(=O)NCc2cccc(Cl)c2)c1C	-1.9	-6	15	-1	-3	-2	3	-1.6	-3
COc1cccc(-c2csc(N3CCN(C(=O)C4CCCCC4)CC3)n2)c1	-3.7	12	-15	4	-7	-3	0	-3.8	-2
O=C(COC(=O)c1ccccn1)NCCCc1ccccc1	2.3	0	10	6	-2	4	6	1.6	9
COc1ccc(CCNC(=O)CNC(=O)c2ccc3c(c2)OCO3)cc1OC	-2.6	-12	-7	-9	-9	0	-4	0.5	8
CCN(c1cccc(C)c1)S(=O)(=O)c1c(C)[nH]c(C)c1C(=O)N1CCCCC1	1.0	-6	18	7	-8	0	-7	-1.3	1
O=C1c2ccccc2CCCC12N=NCC2c1cccc2ccccc12 (stereo unspecified)	-6.4	-10	13	-47	-7	1	-2	-3.3	3
COc1ccc(CCNC(=O)CSC(=O)c2ccccc2)cc1OC	-2.7	6	-5	5	-6	-6	-2	-2.6	3
CCn1c(SCC(=O)N2CCc3ccccc3C2)nc2sc(C)c(C)c2c1=O	-2.5	-7	2	13	-4	-1	2	-2.7	4
O=C(CN1CCc2ccccc2C1)NCc1ccco1	-4.4	-5	10	0	-6	2	1	-2.8	0
COc1ccc(C(=O)OCC(=O)c2c(N)n(C)c(=O)n(C)c2=O)cc1OC	2.5	-7	21	-1	-1	5	4	-0.1	-8
CCC(=O)Nc1ccc(C(=O)N/N=C/c2cc(Br)c(OC)cc2OC)cc1	-1.5	3	4	-22	0	9	4	-1.9	4
COc1cc(OC)cc(-c2cc3cc(F)ccc3cn2)c1	.	.	.	-3	-2	0	5	.	.
CCn1c(CC(=O)Nc2ccc(C)c(Cl)c2)nnc1SCC(=O)Nc1nc(C)cs1	0.5	0	3	-6	1	6	3	-3.1	1
CC(Oc1ccc(Br)cc1)C(=O)N1CCC(C(N)=O)CC1 (stereo unspecified)	-1.9	-17	9	-9	-3	4	0	-2.0	-1
Cc1ccccc1OCCC(=O)OCC(=O)NCCNC(=O)COC(=O)CCOc1ccccc1C	.	.	.	-1	-2	2	3	.	.
N#CNC(=Nc1ccc(Cl)cc1)Oc1ccccc1	1.7	-9	1	22	-6	5	3	1.2	-4
O=C(C(=O)N1CCOCC1)c1cn(CC(=O)N2CCCCC2)c2ccccc12	-2.0	-13	-7	3	-2	4	4	-1.9	-1
CCOC(=O)C(NC(C)=O)C(O)c1ccc([N+](=O)[O-])cc1 (stereo unspecified)	-3.3	8	8	-1	1	7	4	-2.2	-9
c1ccc(OCCCCn2cnc3ccccc32)cc1	-2.6	-9	-15	0	-5	-1	-3	-2.8	-5
CCc1ccccc1NC(=O)CNC(=O)c1ccccc1OCc1c(C)noc1C	.	.	.	8	5	4	0	.	.

Reprinted from the listing for reference:
SMILES	VIM-2 inh	pCIP destab	UBC9 SUMO inh	CRFBP-R2 block	GalR3 antagonist	IDE act	IDE cell inh	IMP-1 inhibitor	NS3 helicase inh
c1ccc(OCCCCn2cnc3ccccc32)cc1	-2.6	-9	-15	0	-5	-1	-3	-2.8	-5
CCc1ccccc1NC(=O)CNC(=O)c1ccccc1OCc1c(C)noc1C	.	.	.	8	5	4	0	.	.

Next compounds follow:
SMILES	VIM-2 inh	pCIP destab	UBC9 SUMO inh	CRFBP-R2 block	GalR3 antagonist	IDE act	IDE cell inh	IMP-1 inhibitor	NS3 helicase inh
O=C(/C=C/c1ccccc1Cl)NC1CCS(=O)(=O)C1 (stereo unspecified)	-1.4	-22	11	-1	1	1	4	-2.7	-4
COc1cc(/C=N/NC(=O)Nc2cccc3nsnc23)cc(OC)c1OC	-1.3	0	-11	-18	7	1	.	-0.9	-5
CN1C2CCC1CC(NC(=O)CSc1ccc(Cl)cc1)C2 (stereo unspecified)	-2.2	-16	1	-2	5	5	0	-2.3	32
Cc1onc(-c2ccncc2)c1C(=O)O	-1.2	-2	24	19	-5	-3	-5	-0.8	8
COc1ccccc1-c1cn[nH]c1-c1ccc(OCc2ccc(F)cc2)cc1O	-3.3	6	-23	3	-5	2	-2	-1.3	-20
CC1CC(C)CN(S(=O)(=O)c2ccc(C(=O)Nc3nnc(-c4cccs4)o3)cc2)C1 (stereo unspecified)	-2.9	-2	38	-3	-4	4	3	-4.8	25
O=C(Oc1ccc(N2C(=O)CCC2=O)cc1)c1ccccc1Cl	-2.9	-11	15	-10	-11	5	-10	-1.6	2
Cc1cccc(OCc2nnc(SCC(=O)NCCc3ccccc3)o2)c1	-2.1	-25	-4	10	-2	2	1	-5.6	8
Cc1ccc(S(=O)c2snnc2C)cc1 (stereo unspecified)	-0.5	1	7	6	-8	-1	-2	-2.8	0
c1ccc(CCCNc2ncnc3nc[nH]c23)cc1	-1.5	-5	3	18	4	1	1	-4.7	-12
CN1C(=O)/C(=C/c2ccc(O)c([N+](=O)[O-])c2)NC1=S	-4.8	2	-8	-1	-2	10	1	-4.3	-5
COc1ccc(S(=O)(=O)N2CCC(C(=O)N[C@@H](C)C(=O)NC3CCCC3)CC2)cc1	-1.1	1	15	6	-6	-2	7	-0.7	-1
Cc1cc(S(=O)(=O)Nc2cccc([N+](=O)[O-])c2)c(C)s1	-0.6	4	0	-14	-10	3	3	0.0	3
CC1CCCCC1NC(=O)C1CCN(S(=O)(=O)N2CCCCCC2)CC1 (stereo unspecified)	-1.1	-13	16	-16	-6	-1	2	-3.6	6
Cc1cccc(Nc2nc(-c3ccc(O)c(O)c3)cs2)n1	0.6	-17	0	-7	-10	-8	-3	-2.5	-5
CCOC(=O)COn1c(-n2nc(C)cc2C)nc2ccccc2c1=O	-2.8	5	12	-10	-8	4	6	-3.1	15
CN1CCN(C(=O)C2CCN(S(=O)(=O)c3ccc4c(c3)oc(=O)n4C)CC2)CC1	-1.6	-18	11	20	3	3	2	-2.3	1
O=C(NCC(c1ccco1)N1CCc2ccccc2C1)c1cccc(F)c1 (stereo unspecified)	.	.	.	21	0	4	3	.	.
Nc1c(C(=O)O)nnn1Cc1ccccc1	-2.2	-11	12	16	-5	3	-3	-5.5	-1
Cc1ccc(N/C=C2\CCCCC2=O)nc1	-2.1	2	18	3	-4	-1	0	-0.5	-3
C[C@@H](CN1C2=NC[C@H](Cc3ccccc3)N2C[C@H]1Cc1ccc(O)cc1)NC(=O)CCC1CCCCC1	-1.3	1	1	-3	-7	-8	4	-1.4	-58
O=C(c1ccc(Cl)c(F)c1F)N1CCOCC1	-3.0	-2	13	9	-5	4	0	-3.9	1
CCCn1c(SCC(=O)NC)nc2sc3c(c2c1=O)CCC3	4.9	12	4	8	-10	3	5	-1.3	5
COCCCNC(=O)/C(=C\c1cccn1C)NC(=O)c1cccs1	-4.4	7	13	7	0	-2	2	-1.3	9
O=C(Nc1cc(Cl)ccc1Cl)C1CC(=O)N(c2ccccc2)C1 (stereo unspecified)	-3.6	-5	16	1	-3	0	2	-4.1	2
S=C(NCc1ccccc1)N1CCN(C2CCCCC2)CC1	-1.6	0	18	-4	-5	7	-1	-2.9	2
CCOc1ccccc1Nc1nc(N)nc(CSc2nncn2C)n1	0.7	-13	-9	-3	-5	4	6	-0.6	-3
Cc1cc(Cl)ccc1NC(=O)CCN1C(=O)NC(C)(C)C1=O	.	.	.	-3	0	2	-2	.	.
CCN(CC)C(=O)C1CCN(S(=O)(=O)c2ccc3c(c2)CCCN3C(=O)C2CCC2)CC1	-3.7	19	.	7	-6	3	-3	-0.8	-2
COc1ccc(/C(N)=N/OC(=O)Oc2ccccc2)cc1	-0.7	-2	8	9	-3	5	-3	-3.9	-1
CCOC(=O)c1nccnc1C(=O)Nc1ccc(C(F)(F)F)cc1	-1.1	24	-13	0	4	3	-6	-0.6	-6
Cc1noc(C)c1NC(=O)Nc1ccc2c(c1)C(=O)N([C@H](C)CO)C[C@H](C)[C@@H](CN(C)C(=O)Nc1ccc(C(F)(F)F)cc1)O2	.	.	.	-2	-5	3	-5	.	.
Cc1ccc(OCC(=O)Nc2ccc(F)cc2)cc1	1.3	-7	12	5	-3	5	-2	-3.5	-3
N#CC1(C#N)CC(C=O)=C(N)C1(C#N)CC(=O)c1ccc(F)cc1 (stereo unspecified)	-1.1	-24	33	-5	4	-13	11	7.5*	7
c1ccc(C2=NC(c3ccccc3)N=C(c3ccccc3)N2)cc1	-0.4	-5	6	-7	0	7	-5	-3.8	-10
CCOC(=O)c1c(/N=C/N(C)C)sc2c1CCC2	-0.1	2	-10	-1	-3	3	6	-2.6	-4
O=C(CO/N=C/c1ccccc1O)N1CCc2ccccc21	-1.1	-17	-7	3	-2	7	2	-2.8	10
C/C(=N\NC(=S)NCCc1ccccc1)c1cccc(Br)c1	-3.9	-5	-8	-12	2	1	0	-3.4	-1
Cc1sc2ncn(CC(=O)OC(C)C)c(=O)c2c1C	-2.1	8	0	.	.	.	.	-1.7	0
O=C(O)CCNc1ccc2c(c1)OCCO2	0.2	-4	23	-3	-2	7	-1	-5.7	-24
S=c1[nH]nc(-c2ccccc2)n1/N=C/c1ccc(-c2ccccc2Cl)o1	-3.8	10	25	-17	-13	6	1	-1.4	-3
COc1ccc(-c2ocnc2C(=O)N2CCN(C(=O)C(c3ccccc3)c3ccccc3)CC2)cc1	-0.6	-4	1	5	-3	-3	3	-4.8	-12

Some of the entries so far, bar-delimited:
mol | VIM-2 inh | pCIP destab | UBC9 SUMO inh | CRFBP-R2 block | GalR3 antagonist | IDE act | IDE cell inh | IMP-1 inhibitor | NS3 helicase inh
N#CC1(C#N)CC(C=O)=C(N)C1(C#N)CC(=O)c1ccc(F)cc1 (stereo unspecified) | -1.1 | -24 | 33 | -5 | 4 | -13 | 11 | 7.5* | 7
c1ccc(C2=NC(c3ccccc3)N=C(c3ccccc3)N2)cc1 | -0.4 | -5 | 6 | -7 | 0 | 7 | -5 | -3.8 | -10
CCOC(=O)c1c(/N=C/N(C)C)sc2c1CCC2 | -0.1 | 2 | -10 | -1 | -3 | 3 | 6 | -2.6 | -4
O=C(CO/N=C/c1ccccc1O)N1CCc2ccccc21 | -1.1 | -17 | -7 | 3 | -2 | 7 | 2 | -2.8 | 10
C/C(=N\NC(=S)NCCc1ccccc1)c1cccc(Br)c1 | -3.9 | -5 | -8 | -12 | 2 | 1 | 0 | -3.4 | -1
Cc1sc2ncn(CC(=O)OC(C)C)c(=O)c2c1C | -2.1 | 8 | 0 | . | . | . | . | -1.7 | 0
O=C(O)CCNc1ccc2c(c1)OCCO2 | 0.2 | -4 | 23 | -3 | -2 | 7 | -1 | -5.7 | -24
S=c1[nH]nc(-c2ccccc2)n1/N=C/c1ccc(-c2ccccc2Cl)o1 | -3.8 | 10 | 25 | -17 | -13 | 6 | 1 | -1.4 | -3
COc1ccc(-c2ocnc2C(=O)N2CCN(C(=O)C(c3ccccc3)c3ccccc3)CC2)cc1 | -0.6 | -4 | 1 | 5 | -3 | -3 | 3 | -4.8 | -12
